Source: PubChem (Sanford-Burnham Center for Chemical Genomics)
mIAP inh: blocks mouse intestinal alkaline phosphatase. purified mouse IAP, CDP-Star luminescence, 30 min. inhibition, % at 10 µM. 0.2% of 330,000 active. AID 2806;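 active = inhibition of at least 40% at 10 µM in the primary screen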;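 also: plate controls were DMSO with enzyme for no effect and no enzyme wells for full effect; values of inactives mirror those of a sister screen read the other way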
hIAP activ: increases human intestinal alkaline phosphatase activity | P09923 | purified human IAP, CDP-Star luminescence, 30 min; hits give high values; 1 = vehicle-only enzyme, 0 = enzyme-free background | activation factor at 10 µM | 0.16% of 330,000 active | AID 2524;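 active = activation factor of the enzyme at least 2-fold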; also: the source names both 10 and 20 µM as test concentration; values of inactives mirror those of a sister screen read the other way
Target sequence (P09923 whole entry, looked up): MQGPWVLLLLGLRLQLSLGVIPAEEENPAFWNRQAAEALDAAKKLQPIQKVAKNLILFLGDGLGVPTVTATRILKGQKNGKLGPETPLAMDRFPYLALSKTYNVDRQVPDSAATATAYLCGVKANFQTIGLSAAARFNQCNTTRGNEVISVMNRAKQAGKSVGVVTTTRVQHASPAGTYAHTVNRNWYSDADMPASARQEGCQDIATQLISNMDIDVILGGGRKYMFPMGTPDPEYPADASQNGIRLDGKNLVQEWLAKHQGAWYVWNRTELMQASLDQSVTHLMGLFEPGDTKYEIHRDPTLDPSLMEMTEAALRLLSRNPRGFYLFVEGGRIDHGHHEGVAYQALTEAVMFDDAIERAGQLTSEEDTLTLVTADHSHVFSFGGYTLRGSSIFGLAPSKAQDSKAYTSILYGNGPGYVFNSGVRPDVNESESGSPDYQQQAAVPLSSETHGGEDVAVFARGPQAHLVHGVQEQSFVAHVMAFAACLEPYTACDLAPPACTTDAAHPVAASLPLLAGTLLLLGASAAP
NALP3 yeast inh: inhibitors of NALP3 inflammasome in yeast. Yeast reconstituted NLRP3/ASC/caspase-1, beta-gal luminescence, 24 h. inhibition, % at 10 µM. 0.39% of 330,000 active;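 active = inhibition of 50% or more; inactive = inhibition below 50%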;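 also: plate controls were induced DMSO wells for no effect and uninduced yeast grown without galactose for full effect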
hIAP block: human IAP inhibition | purified IAP, CDP-Star luminescence, 30 min | inhibition, % at 10 µM | 0.12% of 330,000 active | AID 2544;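 active = inhibition reaching a set limit with compound at 10 µM in the primary screen, cut at about 35% in these data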;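 also: plate controls were DMSO wells with enzyme for no effect and no-enzyme buffer wells for full effect; values of inactives mirror those of a sister screen read the other way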
SENP1 FRET inh: blocks the human SENP1 SUMO protease catalytic domain. Q9P0U3. recombinant SENP1 catalytic domain, CyPet-SUMO1-YPet FRET cleavage. inhibition, % at 10 µM. 0.21% of 360,000 active. AID 624204;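 active = inhibition at least 30% at 10 µM, raw YFP signal under a set limit, fluorescence ratio 0.5 to 1.5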;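 also: 0% = enzyme with DMSO and 100% = no enzyme wells; some results filed as inactive read as strong as hits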
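Assay system – human recombinant His6-tagged SENP1 catalytic domain enzyme · Input – SENP1 enzyme, 20 pM final · Buffer or medium – Tris pH 8 buffer plus EDTA, NaCl, BME, BSA, NP40, catalase · Schedule – 50 min reaction at room temperature · Technique – FRET read of cyan and yellow fluorescence · Control set – no-enzyme wells low, DMSO-plus-enzyme wells high control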
mIAP act: mouse IAP activation | muIAP, CDP-Star luminescence, 30 min; hits give high values; 1 = vehicle-only enzyme signal, 0 = enzyme-free wells | activation factor at 10 µM | 0.24% of 330,000 active;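 active = activation factor of at least 2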; also: the source names both 10 and 20 µM as test concentration; values of inactives mirror those of a sister screen read the other way
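Assay system: mouse IAP enzyme; Reagent: CDP-Star chemiluminescent phosphatase substrate; Compound: DMSO-dissolved test compounds; Incubation: 30 min, room temperature; Technique: luminescence from enzymatic CDP-Star hydrolysis; Controls: DMSO-only wells and no-enzyme negative control.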
beta cell repl: induces beta-cell replication in MIN6 cells. proliferation, % at 10 µM. 0.29% of 330,000 active. MIN6 cells proliferation, ATPlite luminescence, 48 h; cells starved in 0.2% serum; 100% = growth in 10% serum;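 active = compounds whose signal lies at least 3.5 SD above the mean of all wells on their plate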;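 also: 0% = DMSO-treated cells in low-serum medium and 100% = 10% serum control; some compounds called inactive have numbers as strong as hits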
A3G deaminase: APOBEC3G (human) deaminase inhibition | recombinant A3G, ssDNA deamination FAM/TAMRA fluorescence | inhibition, % at 20 µM | AID 493012 | 0.28% of 330,000 active | Q9HC16;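 active = inhibition of at least 40% at 20 µM, with no more than 30% in the related APOBEC3A deaminase screen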;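 also: plate controls were DMSO wells with A3G for no effect and wells lacking A3G enzyme for full effect; some compounds called inactive have numbers as strong as hits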
Target sequence (Q9HC16 whole entry, looked up): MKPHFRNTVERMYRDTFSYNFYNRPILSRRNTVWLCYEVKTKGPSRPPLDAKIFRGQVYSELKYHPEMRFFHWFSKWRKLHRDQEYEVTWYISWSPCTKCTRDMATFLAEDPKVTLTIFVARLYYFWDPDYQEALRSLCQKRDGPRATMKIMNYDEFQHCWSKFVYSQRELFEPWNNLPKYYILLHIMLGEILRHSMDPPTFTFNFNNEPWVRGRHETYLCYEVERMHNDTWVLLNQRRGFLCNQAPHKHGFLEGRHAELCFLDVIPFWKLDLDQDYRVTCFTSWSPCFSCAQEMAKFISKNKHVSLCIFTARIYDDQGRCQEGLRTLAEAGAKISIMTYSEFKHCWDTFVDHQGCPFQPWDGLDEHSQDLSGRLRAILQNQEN
APOBEC3A inh: inhibitors of human APOBEC3A DNA deaminase; P31941; recombinant A3A, FAM/TAMRA ssDNA deamination fluorescence; inhibition, % at 20 µM; 0.41% of 330,000 active; AID 493011;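 active = at least 40% inhibition at 20 µM here, with at most 30% in a related deaminase screen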;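 also: plate controls were A3A with DMSO for no effect and wells lacking A3A enzyme for full effect; some results filed as inactive read as strong as hits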
Target sequence (P31941 whole entry, looked up): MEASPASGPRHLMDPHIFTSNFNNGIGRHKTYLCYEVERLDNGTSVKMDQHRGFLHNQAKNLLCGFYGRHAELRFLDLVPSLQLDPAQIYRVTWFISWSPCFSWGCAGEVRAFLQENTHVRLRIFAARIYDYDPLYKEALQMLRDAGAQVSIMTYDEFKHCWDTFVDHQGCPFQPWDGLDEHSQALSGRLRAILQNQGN
The depositor's hits bear a star.

SMILES	mIAP inh	hIAP activ	NALP3 yeast inh	hIAP block	SENP1 FRET inh	mIAP act	beta cell repl	A3G deaminase	APOBEC3A inh
CC(C)C(=O)Nc1nnc(SCC(=O)NCC2CCCO2)s1 (configuration not stated)	-3	0.92	1	8	2	1	1	-10	2
CCN(CC(=O)NCc1cccs1)C(=O)CCC(=O)c1ccc(F)cc1	-3	0.96	1	4	-16	1	-6	-2	-2
Cc1ccccc1N1CCN(S(=O)(=O)c2nnc(NC(=O)CC(C)C)s2)CC1	4	0.84	7	16	3	0.96	-3	-4	-2
COC(=O)c1ccc(NC(=O)C2CCCN2S(=O)(=O)c2ccc(OC)cc2)cc1 (configuration not stated)	-4	0.94	8	6	2	1	0	-6	-2
Cc1ccccc1-c1ccccc1N	-3	1.1	15	-8	-1	1	-2	-7	-5
Cc1ccc(CN2CCN(/N=C/c3ccc(C)s3)CC2)cc1	10	0.87	25	13	3	0.91	0	-7	1
COc1cc(CNCCc2ccccc2)cc(Cl)c1OCc1ccccc1	6	1	32	-2	2	0.94	-6	-6	-1
COc1cc(C2c3c(oc4ccccc4c3=O)C(=O)N2c2ccc(C)cn2)ccc1O (configuration not stated)	15	0.92	20	8	2	0.85	1	-2	0
O=C(NCc1n[nH]c(=S)n1-c1cccc(Cl)c1)c1ccc(S(=O)(=O)N2CCCCC2)cc1	-1	1	25	-2	0	1	0	6	1
CN(Cc1ccccc1)C(=O)COC(=O)C1CCN(S(=O)(=O)c2cccs2)CC1	-2	1.1	10	-11	0	1	-3	-3	-2
CC(C)CCN(CCC(C)C)C(CO)(CO)CO	-6	0.92	7	8	1	1.1	1	-5	1
CCOC(=O)c1cc2c(=O)n3cccc(C)c3nc2n(CCOC)c1=NC(C)=O	-6	1.1	4	-6	-87	1.1	-1	-2	1
C[C@@H](NC(=O)c1nc[nH]c1C(=O)N[C@@H](Cc1ccccc1)C(=O)OCc1ccccc1)c1ccccc1	6	1.3	-7	-35	2	0.94	-9	-4	2
CCN1CCN(CC(O)COc2ccc(C(C)=O)cc2)CC1 (configuration not stated)	2	0.83	6	17	1	0.98	-1	-7	-1
Cc1c(C(=O)N2CCCCC2)nn(-c2ccc(Cl)cc2)c(=O)c1C#N	8	0.84	13	16	-1	0.92	-1	-4	6
CCCCn1c(N)c(N(CCOC)C(=O)c2cc(-c3ccco3)nc3ccccc23)c(=O)[nH]c1=O	6	1.1	2	-5	-9	0.94	3	18	42*
CC(=O)Nc1nc(NCc2ccccc2Cl)n(-c2ccccc2)n1	7	0.82	16	18	1	0.93	-5	-4	4
c1ccc(COc2cccc(CNCc3ccccn3)c2)cc1	-8	1.5	-19	-49	-1	1.1	-1	-5	-2
COc1ccc(-c2cnnc(N/N=C/c3ccc(O)cc3)n2)cc1	0	1.1	26	-14	0	1	-4	-1	3
CNC(=O)C(=O)Nc1c(C)cc(C)cc1C	5	0.87	-4	13	1	0.95	0	-8	-5
COc1ccc(C(=O)NNC(=O)C(=O)NC2CCCCC2)cc1	12	1.5	12	-48	1	0.88	-2	-4	-3
CC(=O)Nc1ccc(S(=O)(=O)NNC(=O)c2ccc(C)cc2)cc1	-6	0.93	17	7	1	1.1	1	4	5
CC(C)(C)OC(=O)NCCCCCC(=O)N/N=C/c1coc2ccccc2c1=O	-5	1	-11	-4	-1	1.1	-2	-2	2
CN(C)CCCN(C(=O)c1ccc(S(=O)(=O)N2CCc3ccccc32)cc1)c1nc2c(Cl)cccc2s1	11	0.77	17	23	-1	0.89	-7	-9	-8

Part of the list above, bar-delimited.
SMILES | mIAP inh | hIAP activ | NALP3 yeast inh | hIAP block | SENP1 FRET inh | mIAP act | beta cell repl | A3G deaminase | APOBEC3A inh
COc1ccc(C(=O)NNC(=O)C(=O)NC2CCCCC2)cc1 | 12 | 1.5 | 12 | -48 | 1 | 0.88 | -2 | -4 | -3
c1ccc(COc2cccc(CNCc3ccccn3)c2)cc1 | -8 | 1.5 | -19 | -49 | -1 | 1.1 | -1 | -5 | -2
CNC(=O)C(=O)Nc1c(C)cc(C)cc1C | 5 | 0.87 | -4 | 13 | 1 | 0.95 | 0 | -8 | -5
Cc1c(C(=O)N2CCCCC2)nn(-c2ccc(Cl)cc2)c(=O)c1C#N | 8 | 0.84 | 13 | 16 | -1 | 0.92 | -1 | -4 | 6

(cont.)
SMILES	mIAP inh	hIAP activ	NALP3 yeast inh	hIAP block	SENP1 FRET inh	mIAP act	beta cell repl	A3G deaminase	APOBEC3A inh
CC(C)[C@H](NC(=O)N1CCn2c1nc1ccccc12)C(=O)NCCc1ccccc1	-2	0.88	28	12	1	1	-4	7	1
c1csc(-c2csc3nc(CN4CCOCC4)nc(NCc4ccc5c(c4)OCO5)c23)c1	0	0.95	13	5	-4	1	-6	-4	-1
Cc1cc2sc3nc(=O)n(-c4ccccc4)c(=O)n3c2cc1C	-18	1	6	-1	1	1.2	2	-2	-2
CCc1cc2cc(C)c(C)cc2nc1SCC(=O)NNC(=O)c1ccco1	-5	1	8	-1	0	1.1	-2	-2	0
CCCCN(C(=O)c1ccc2c(c1)OCCO2)c1c(N)n(CCCC)c(=O)[nH]c1=O	3	0.88	10	12	1	0.97	5	-5	-1
Cc1nn(Cc2ccccc2Cl)c(C)c1NC(=O)Cn1nc([N+](=O)[O-])c(Cl)c1C	-8	1.1	9	-11	2	1.1	-2	-6	-3
CC(C)C(NC(=O)c1ccccc1F)C(=O)NCCc1ccccn1 (configuration not stated)	-5	1	1	-2	0	1	-3	-15	1
O=C(NCCc1ccccc1)C1=CCN(S(=O)(=O)c2ccccc2)CC1	8	1.1	-5	-7	-1	0.92	0	-5	-2
CCOC(=O)c1ccccc1OC(=O)CS(=O)c1ccccc1[N+](=O)[O-] (configuration not stated)	2	0.89	5	11	1	0.98	-5	0	-3
O=C1C=C(c2ccc3[nH]ccc3c2)C[C@@H](c2ccc(F)cc2)C1	4	0.78	4	22	-2	0.96	-6	-3	0
CSc1ccc(CCNC(=O)c2ccc(CS(=O)Cc3ccc(Cl)cc3)o2)cc1 (configuration not stated)	0	1.1	5	-8	2	1	-3	-1	-5
O=C(O)c1ccc(NC(=O)c2cn(-c3ccccc3)nc2-c2ccccc2)cc1	-1	0.92	5	8	1	1	-2	-4	-2
COC(CNC(=O)c1cc(-c2ccncc2)nc2ccc(S(=O)(=O)N3CCOCC3)cc12)OC	7	1	-10	0	0	0.93	-1	1	-1
COc1ccc(NC(=O)Nc2nc3ccccc3s2)cc1	-8	0.88	19	12	1	1.1	-2	-8	-4
COc1ccc(/C=N/NC(=O)c2c(C)nnn2-c2nonc2N)cc1OC	-8	1.1	12	-12	1	1.1	-6	6	3
O=C(COC(=O)C1CC1)Nc1ccc(S(=O)(=O)N2CCOCC2)cc1	3	1.1	14	-12	4	0.97	2	-6	-4
Fc1ccc(Br)cc1C1C=C(c2ccc(Br)s2)Nc2ncnn21 (configuration not stated)	8	1.1	-1	-8	9	0.92	-1	-16	-14
Cn1c(=O)c2c(ncn2CC(=O)Nc2cccc(S(=O)(=O)Nc3ccccc3F)c2)n(C)c1=O	5	0.95	8	5	2	0.95	-2	9	0
C=CCC[C@H](Cc1ccc(F)cc1)C(=O)OC[C@H](C)NC(=O)[C@@H](CC=C)CC(=O)N[C@H](CO)Cc1ccccc1	7	0.85	4	15	4	0.93	-5	-7	1
O=C(NCCCn1ccnc1)/C(=C\c1ccc(Br)cc1)NC(=O)c1ccccc1	-1	1.3	14	-30	1	1	0	-2	-1
CCn1c(=O)c2sccc2n2c(CCCC(=O)NC3CCN(Cc4ccccc4)CC3)nnc12	-2	1.1	3	-6	2	1	3	-3	3
CN(C(=O)COC(=O)c1cc(Br)c(Br)s1)C1CCS(=O)(=O)C1 (configuration not stated)	13	0.93	1	7	2	0.87	1	-2	-2
CC(=O)N1N=C(c2ccccc2)CC1c1cn(C)c2ccccc12 (configuration not stated)	-3	0.98	9	2	-63	1	3	-2	0
CC1(C)C2CCC1(C)C(OCC[N+](C)(C)CC(=O)OC1CCCCC1)C2 (configuration not stated)	3	0.98	6	2	2	0.97	-6	-5	-2
C=CCOc1ccc2oc(=O)cc(C)c2c1	5	0.86	14	14	2	0.95	1	-1	3
CC(C)(C)CN1CCN(Cc2cc3ccccc3[nH]2)CC1CCO (configuration not stated)	-2	1.4	15	-37	-71	1	-3	0	1
COc1ccc(C(=O)Cc2cc(OC)c(OC)cc2[N+](=O)[O-])c(OC)c1	0	0.93	19	7	1	0.99	2	-7	-1
Nc1nonc1-n1nnc(C(=O)N/N=C/c2ccco2)c1-c1ccccc1	16	1	20	-4	2	0.84	-2	-5	-1
CC(=O)NC(Cc1c[nH]c2ccccc12)C(=O)NCCc1ccccc1 (configuration not stated)	0	0.85	30	15	2	1	-2	-6	-5
CCOCc1c(C(=O)NC2CCCCCC2)oc2ccccc12	3	0.86	15	14	4	0.97	1	2	2
CN(Cc1ccccn1)Cc1nc(Cc2ccccc2Cl)no1	-3	0.93	-2	7	0	1	0	-4	-1
CCc1ccc(OCC(=O)Nc2ccc3c(c2)OCCO3)cc1	2	0.92	14	8	1	0.98	-3	-13	-5
CC(NCC(=O)Nc1cc(Cl)cc(Cl)c1)c1ccccc1 (configuration not stated)	-24	1	25	-3	2	1.2	-5	1	3
COc1cccc(/C=C/C(=O)OCC(=O)Nc2cccc(S(=O)(=O)N(C)C)c2)c1	3	0.95	11	5	3	0.97	-2	-2	1
O=C(CCCC(=O)OCC(F)(F)C(F)F)Nc1ccc(NC(=O)CCCC(=O)OCC(F)(F)C(F)F)cc1	0	0.94	-2	6	0	0.99	-1	1	3
Cc1ccccc1NCc1nnc2n1CCCCC2	1	1.1	14	-6	3	0.99	-1	-9	-2
N#C/C(=C\c1ccc(C(=O)O)cc1)c1ccccn1	6	0.93	-2	7	0	0.94	-3	-7	-3
Nc1nnnn1/N=C/c1cccs1	-10	1	17	0	1	1.1	1	1	1
COc1cc(/C=C(\C#N)C(=O)Nc2cccc(C(=O)O)c2)ccc1OCc1ccc(F)cc1	9	0.9	4	10	0	0.91	0	-4	3
COc1cc(CNCCc2ccc(S(N)(=O)=O)cc2)ccc1OCC(=O)N1CCCCC1	-2	0.89	11	11	1	1	0	0	-1
CCN1CCN(c2ccc(S(=O)(=O)N3CCOCC3)cc2NC(=O)C(C)Oc2cccc(Cl)c2)CC1 (configuration not stated)	-8	1.1	13	-8	0	1.1	-4	-4	5
CCc1cc(C(=O)Nc2ccc(OC)nc2)sc1C	3	0.83	24	17	-4	0.97	-4	-4	-2
CCOC(=O)c1c(C)nc(C)c(C(=O)OCC)c1-c1cccnc1	10	0.94	12	6	1	0.91	4	-4	-2
CC(=O)c1cc2c(cc1NC(=O)Cn1nc(-c3ccc(C)cc3)ccc1=O)OCO2	14	0.75	11	25	-1	0.86	0	-7	-3
COc1ccc(F)cc1S(=O)(=O)NC1CCCCCC1	5	1.1	7	-12	1	0.95	-3	3	1
CCC(C)NC(=S)Nc1ccccc1OC (configuration not stated)	10	0.99	11	1	3	0.9	0	-4	-1
Cc1ccccc1-c1cc(C(=O)NCc2cccs2)nn1CC1CC(c2cccc([N+](=O)[O-])c2)=NO1 (configuration not stated)	4	0.97	16	3	-1	0.96	-5	-7	-4

A portion of the library; count on the stated rates, not on these rows.
